Compound activity: PubChem, National Center for Advancing Translational Sciences (NCATS)
AmpC inh detg: inhibitors of E. coli AmpC beta-lactamase with detergent; P00811; actives 0.041% (n = 370,000); AmpC hydrolysis of nitrocefin, absorbance 480 nm, 0.01% Triton; AID 485294; Potency, µM (doses to about 114 µM), inactives show at the top dose activity change, negative = inhibition, actives largely listed as inhibitors;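 note: potency is the fitted concentration of half-maximal effect; 0% = no-compound wells and -100% = no-enzyme wells; nearly all actives have a fitted effect of over 25% in size; some results filed as inactive show a strong effect at the top dose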
Target sequence (P00811 whole entry, looked up): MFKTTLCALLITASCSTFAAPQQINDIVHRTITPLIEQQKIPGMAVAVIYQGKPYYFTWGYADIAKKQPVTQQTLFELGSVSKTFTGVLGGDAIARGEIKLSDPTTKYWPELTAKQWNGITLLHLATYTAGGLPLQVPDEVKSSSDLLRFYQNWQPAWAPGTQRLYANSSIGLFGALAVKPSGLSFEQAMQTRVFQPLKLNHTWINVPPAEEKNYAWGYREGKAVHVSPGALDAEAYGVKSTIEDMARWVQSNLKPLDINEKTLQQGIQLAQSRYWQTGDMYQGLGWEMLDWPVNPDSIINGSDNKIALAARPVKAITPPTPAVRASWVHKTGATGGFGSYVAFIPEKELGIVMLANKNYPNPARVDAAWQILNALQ
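AmpC (5.3 nM in the dispensed reagent) in 20 mM phosphate pH 7.0 with 0.01% (detergent screen) or 0.0001% Triton X-100 was preincubated with compounds for 15 min at room temperature. Nitrocefin was then added from an 800 uM solution, and hydrolysis was followed at 480 nm.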
HCMV antiviral: human cytomegalovirus inhibition. HFF cells, HCMV-luciferase reporter, 72 h; active compounds read low. activity change, negative = inhibition, % at 57.5 µM. actives 4.5% (n = 410,000). AID 1259415; in the data active = activity change below about -60%; inconclusive = no clear call, values can overlap the other calls; inactive = above about -39%
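Screen run at 2 compound doses on HFFs infected with reporter HCMV, MOI 1 PFU/cell. Luciferase activity from cell lysates at 72 h post infection gave inhibition relative to buffer-only and Salinomycin wells.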
AMA1-RON2 inh: disrupts binding of P. falciparum AMA1 to RON2 | Potency, µM (highest dose often 58.2 µM), for the others: at the top dose activity change, negative = inhibition, usual class: inhibitors | AID 720542 | AlphaScreen AMA1-biotinylated RON2 peptide binding | actives 0.2% (n = 360,000);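 note: potency is the fitted concentration of half-maximal effect; 0% = vehicle wells and -100% = peptide control; nearly all actives have a fitted effect of over 45% in size; some results filed as inactive show a strong effect at the top dose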
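AMA1 (3D7) with his tag at 25 nM final met compounds first, then biotinylated RON2 peptide at 25 nM; detection used donor plus acceptor beads, 10 µg/mL apiece, read by AlphaScreen after 30 min at room temperature.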
FBPA Giardia inh: Giardia lamblia aldolase inhibition. A8B2U2. purified Giardia FBPA. Potency, µM (series often up to 59.6 µM), without a hit: top-dose activity, negative = inhibition, hits mostly inhibitors. actives 0.71% (n = 290,000). AID 2451; note: potency is the fitted concentration of half-maximal effect; nearly all actives have a fitted effect of over 55% in size
Target sequence (A8B2U2 whole entry, looked up): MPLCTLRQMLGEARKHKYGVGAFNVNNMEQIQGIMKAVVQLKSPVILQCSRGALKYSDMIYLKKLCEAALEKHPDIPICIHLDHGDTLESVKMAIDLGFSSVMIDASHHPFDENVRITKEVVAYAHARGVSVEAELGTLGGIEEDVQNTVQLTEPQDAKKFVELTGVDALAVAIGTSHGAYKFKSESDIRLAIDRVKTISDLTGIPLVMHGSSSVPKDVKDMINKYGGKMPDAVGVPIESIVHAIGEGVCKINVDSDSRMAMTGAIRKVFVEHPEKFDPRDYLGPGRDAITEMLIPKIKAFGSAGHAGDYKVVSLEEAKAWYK
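40 nM FBPA preincubated 10 min at RT with compound (up to 57.5 uM final), then substrate plus GAPDH/TPI/NAD/arsenate coupling and diaphorase/resazurin added. Fluorescence read after 20 min at RT, 525/598 nm.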
AmpC inh no detg: AmpC beta-lactamase inhibition without detergent. P00811. AmpC nitrocefin hydrolysis, absorbance 480 nm, 0.0001% Triton. Potency, µM (series often up to 57.1 µM), for inactives: at the top dose activity change, negative = inhibition, usual class: inhibitors. actives 0.52% (n = 330,000). AID 485341;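 note: potency is the fitted concentration of half-maximal effect; plate controls were no compound for no effect and no enzyme for full effect; nearly all actives have a fitted effect of over 20% in size; some results filed as inactive show a strong effect at the top dose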
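20 mM phosphate pH 7.0 + 0.01% (detergent screen) or 0.0001% Triton X-100; 5.3 nM AmpC reagent; cpd preinc 15 min RT; nitrocefin (800 uM stock) to start; A480 q20 s × 4 min; Activity was normalised to no-enzyme and no-compound control wells.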
Sm TGR inh: inhibitors of Schistosoma mansoni thioredoxin glutathione reductase | Q962Y6 | purified TGR, DTNB reduction, TNB absorbance 405 nm | Potency, µM (highest dose often 114 µM), for the others: top-dose activity change, negative = inhibition, usual class: inhibitors | actives 3% (n = 360,000) | AID 485364; note: potency is the fitted concentration of half-maximal effect; nearly all actives have a fitted effect of over 60% in size
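TGR 20 nM + NADPH 100 uM (dispensed conc.), cpd preinc 15 min RT; start with NADPH (500 uM addition) then DTNB (15 mM addition). Kinetic TNB absorbance, 405 nm filter. Four-parameter Hill fit across titration.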
* marks the source's active call; other numbers are inactive results; ? = inconclusive; . = no result given; & = joins results of further samples; [ ] = remark or other dose. Unless noted, calls come from the whole dose curve; as a rule, active = well fitted curve in the direction sought with a large enough effect; inconclusive = small, poorly fitted or top-dose-only effect, or another doubt; inactive = no such curve, though single readings can be large; an effect the other way counts as inactive or inconclusive. Unless noted, % is set by controls: 0 for no effect and ±100 for the full control effect. Hits appear at their usual frequency (roughly 7.8% active in at least one column).

SMILES	AmpC inh detg	HCMV antiviral	AMA1-RON2 inh	FBPA Giardia inh	AmpC inh no detg	Sm TGR inh
CCOC(=O)Nc1ccc2c(CN3CCN(S(=O)(=O)c4ccc(C(C)C)cc4)CC3)cc(=O)oc2c1	?	1	-1%	.	-32%	-7%
COc1ccc(NC(=O)Nc2cccc3c2O[C@@H](CN(C)S(=O)(=O)c2cn(C)cn2)[C@@H](C)CN([C@H](C)CO)C3=O)cc1	.	-27	-4%	.	236%[activator]	.
CCOC(=O)CSc1nnc(Cc2cc(=O)[nH]c(=O)[nH]2)n1-c1cccc(OC)c1	-1%	6	7%	0%	3%	2%
Cc1ccc(NC(=O)c2nc[nH]c2C(=O)N(C)Cc2ccccc2)cc1	0%	-26	102%[activator]	.	4%	-2%
Cc1ccc2nc(Cc3ccc(N)cc3)oc2c1	?	25	-11%	0%	-14%	0%
CCOc1ccc(C(=O)c2cn(CC(=O)Nc3ccc(C)c(C)c3)c3ccc(OCC)cc3c2=O)cc1	11%	4	.	.	.	1%
O=Cc1cn(Cc2c(F)cccc2Cl)c2ccccc12	-7%	-14	14%	0%	-20%	5%
Cc1cc(OCC(=O)OCC(=O)N2c3ccccc3NC(=O)C2(C)C)ccc1Cl	-7%	-8	15%	.	-33%	-7%
CC(=O)N1CCN(c2ccc(NCc3ccc(Br)o3)cc2)CC1	-6%	-62*	.	.	57%	?
COc1ccc(CCNC(=O)c2nc(-c3ccc(Cl)cc3)n3c2CCCCC3)c(OC)c1	12%	-15	.	.	.	5%
CCOC(=O)Cn1nc(C)n(-c2ccccc2)c1=O	-14%	7	-10%	0%	0%	-23%
Cc1ccc(CNC(=O)CCC(=O)N2CC3CCCN3c3ccccc32)cc1 (centres undefined)	26%	7	.	.	.	-7%
CCOc1ccc(C2c3[nH]c4ccccc4c3CCN2C(=O)CSc2ccccc2)cc1 (centres undefined)	-9%	-5	.	.	.	-4%
COCCCNC(=O)c1cc2cc(Br)ccc2oc1=O	1%	-6	-1%	0%	2%	.
CCN(CC)S(=O)(=O)c1ccc2c(c1)N(CC(=O)N1CCN(c3cccc(C(F)(F)F)c3)CC1)C(=O)CO2	-9%	-29	.	.	.	1%
OC[C@H]1O[C@H](OCCc2ccc(O)cc2)[C@H](O)[C@@H](O)[C@@H]1O	.	1	-4%	.	-1%	.
CC(C)(C)SCCNC(=O)CN1C(=O)c2cccc3cccc1c23	-4%	-3	5%	0%	3%	-34%
COc1ccc(OC)c(NC(=O)c2cnc3n(c2=O)CCS3)c1	-13%	-4	-3%	-8%	-14%	0%
CC(=O)c1ccc(NC2c3ncccc3C(=O)N2Cc2ccc(F)cc2)cc1 (centres undefined)	-14%	53	-6%	0%	0%	-18%
COc1ccc(CCN2CC(O)=C(c3nc4ccccc4c(=O)[nH]3)C2=N)cc1OC	0%	-20	21%	-5%	-35%	1%
O=C(N=Nc1c(O)[nH]c2ccccc12)c1ccco1	8%	151	-5%	-21%	-16%	4%
Cc1ccc(C2=N/C(=C\N3CCCCC3)C(=O)O2)cc1	?	42	-13%	-3%	26%	-10%
O=C(O)CCC(=O)c1ccc2ccc3cccc4ccc1c2c34	-1%	-38	.	8%	-20%	-5%
Cn1c(SCC(=O)N/N=C/c2ccncc2)nc2ccccc21	?	-8	-4%	1%	-10%	2%
O=C1CC2(CCN(C(=O)c3cccc([N+](=O)[O-])c3)CC2)Oc2ccccc21	-9%	-17	-12%	.	33%	-4%
C/C(=C\c1ccccc1)C(=O)NCCN1CCOCC1	1%	-6	-5%	4%	-6%[2.29 µM]	1%
CCC(=NCc1cccnc1)c1c(O)n(C2CCCCC2)c(=O)[nH]c1=O	6%	-28	-5%	3%	-18%	-1%
NC(=O)c1ncc(C(F)(F)F)cc1Oc1ccc(C(F)(F)F)cc1	-6%	-6	-1%	1%	0%	-6%
O=C(CN1CCCC1)N1CCN(c2ccccc2)CC1	1%	22	5%	0%	7%	-8%
COC(=O)Cn1c(=NC(=O)c2cccc(OC)c2)sc2cc(OC)ccc21	?	0	-8%[2.32 µM]	-13%	-14%	-8%
Cn1c(=N)c(S(=O)(=O)c2ccc(F)cc2)cc2c(=O)n3ccccc3nc21	-5%	-21	11%	1%	-20%	10%
Cc1ccc(NC(=O)C2=CC(c3ccc(C)cc3)=NS(=O)(=O)N2C)cc1	-1%	41	-5%	-10%	-16%	-12%
O=C1COCCOCCOCC(=O)NCCN1	-2%	11	-7%	1%	-5%	-6%
CC(=O)Nc1ccc(NC(=O)COC(=O)[C@@H](NC(=O)c2ccc(F)cc2)C(C)C)cc1	-4%	144	0%	-1%	-25%	-1%
COc1cc2c(cc1NC(=O)/C=C/c1cc(OC)c(OC)c(OC)c1)oc1ccccc12	-5%	5	51%[activator]	0%	26%	0%
COc1ccc(C(=O)CCN2CCc3cc(OC)c(OC)cc3C2)cc1	?	?	-15%	-5%	-23%	?
Cc1cccc(NC(=O)CN(C)S(=O)(=O)c2ccc3c(c2)c(=O)n(C)c(=O)n3C)c1C	11%	19	.	.	.	?
CCOP(=S)(OCC)SCOC(=O)NCC(=O)OC	?	33	21%	1%	-8%	-27%
CC(=O)NC(C)c1ccc(Cl)c(Cl)c1 (centres undefined)	?	17	7%	8%	-7%	0%
CSc1cccc(NC(=O)c2nnn(CC(=O)Nc3cc(C)cc(C)c3)c2N)c1	-1%	-33	-22%	-9%	-32%	-2%
CCOC(=O)C(C)NC(=O)c1cc2c(=O)[nH]c3ccc(C)cc3c2s1 (centres undefined)	11%	-7	.	.	.	5%
COc1ccc2c3c(c(=O)oc2c1OCC(=O)C(C)(C)C)CCCC3	-1%	23	2%	5%	-13%	-1%
O=c1c2ccccc2n2c(-c3ccc(C(F)(F)F)cc3)nnc2n1Cc1ccccc1	1%	-27	6%[11.6 µM]	1%	-16%	-15%
COc1cccc(NC(=S)Nc2ccc(O)cc2)c1	-5%	.	20%	18µM*	-30%	?
O=C(NCc1ccccc1)c1ccc(C(=O)N(C2CCCCC2)C2CCCCC2)cc1	-5%	-25	9%	-1%	-10%	0%
CC(C)CCNC(=O)CCSCCC(=O)NCCC(C)C	-1%	-20	16%	2%	10%	2%
COCCCNC(=O)COc1cc2c(c3oc(=O)c(C)c(C)c13)CCC(C)(C)O2	-4%	?	3%	-6%	100%[activator]	-1%
CCN(CC)c1ccc2cc(C(C)=O)c(=O)oc2c1	-8%	45	66%[activator]	-1%	-12%	8%
CCCCCCCCNC(C)C(O)c1ccc(SC(C)C)cc1 (centres undefined)	2%	-82*	-4%	3%&0%	-26%	3%
COc1ccc(C2SCCN2S(=O)(=O)c2ccc(F)cc2)cc1OC (centres undefined)	?	-19	-7%	-13%	-4%	9%
CCOc1ccccc1NC(=O)CN1C(=O)CC(c2ccc(C)c(C)c2)=Nc2ccccc21	-7%	95	.	.	.	2%
Cc1cc(C)c2nc(NNC(=O)c3cc(=O)c4ccccc4o3)sc2c1	7%	11	80%[activator]	-5%	-47%	-2%
O=C(Nc1cccc2ccccc12)N1CCN(c2ccc(F)cc2)CC1	-2%	-29	5%	-8%	-24%	1%
CCn1c(CSc2nc3ccccc3n2C)nc2ccccc21	4%	-30	-3%	-17%	18%	2%
CCOc1ccc(C2c3[nH]c4ccccc4c3CCN2CCCn2cccn2)cc1 (centres undefined)	5%	20	?	-4%	75%[activator]	-16%
O=S(=O)(c1cccc(-c2nc3n(n2)Cc2ccccc2-3)c1)N1CCCCC1	-8%	-29	-7%	-10%	-13%	-9%
CCc1ccc(C2c3c(-c4cc(C)ccc4O)n[nH]c3C(=O)N2CCO)cc1 (centres undefined)	19%	11	.	.	.	7%
C/C(CC(=O)NC(C)(C)C)=N\NC(=O)c1ccco1	0%	17	28%	-5%	-4%	-4%
CCN(Cc1ccccc1)C(=O)Cn1c(=O)n(-c2ccccc2)c(=O)c2c1c1cc(C)ccc1n2C	15%	-16	.	.	.	-3%
COC(=O)c1sc2ncn(-n3c(C)ccc3C)c(=O)c2c1C	?	-9	-2%	10%	-10%	?

Fetched by compound from above, four records:
SMILES	AmpC inh detg	HCMV antiviral	AMA1-RON2 inh	FBPA Giardia inh	AmpC inh no detg	Sm TGR inh
COc1cccc(NC(=S)Nc2ccc(O)cc2)c1	-5%	.	20%	18µM*	-30%	?
Cc1ccc(NC(=O)C2=CC(c3ccc(C)cc3)=NS(=O)(=O)N2C)cc1	-1%	41	-5%	-10%	-16%	-12%
COc1ccc(NC(=O)Nc2cccc3c2O[C@@H](CN(C)S(=O)(=O)c2cn(C)cn2)[C@@H](C)CN([C@H](C)CO)C3=O)cc1	.	-27	-4%	.	236%[activator]	.
CCOC(=O)Nc1ccc2c(CN3CCN(S(=O)(=O)c4ccc(C(C)C)cc4)CC3)cc(=O)oc2c1	?	1	-1%	.	-32%	-7%

The results go on.
SMILES	AmpC inh detg	HCMV antiviral	AMA1-RON2 inh	FBPA Giardia inh	AmpC inh no detg	Sm TGR inh
COc1ccc(OCCSc2ccc(S(=O)(=O)N3CCCC3)cn2)cc1	4%	-38	42%[activator]	.	?	-3%
CC(=O)OC(C)[C@H]1CC[C@H]2[C@@H]3CC[C@H]4C[C@@H](OC(C)=O)CC[C@]4(C)C3=CC[C@]12C (some centres undefined)	?	-14	7%	.	-4%	2%
CC12CCC3c4ccc(O)cc4CCC3C1CCC2=O (centres undefined)	-3%	-34	5%	6%	-12%	-10%
Cc1cnc(C(=O)Nc2cc(F)ccc2C)cn1	-12%	?	15%	1%	-8%	.
O=C(CNc1cccc([N+](=O)[O-])c1)N/N=C/c1ccc([N+](=O)[O-])o1	-8%	-66*	22%	-1%	-17%	.
O=C(CN1CCN(S(=O)(=O)c2ccc(C(F)(F)F)cc2)CC1)N1CCNC1=O	?	18	18%	.	-1%	1%
O=C(c1ccncc1)c1ccc(NS(=O)(=O)c2ccc(Br)s2)cc1	3%	42	-7%	12%	-42%	0%
COc1ccc(OC)c(CNC(=O)c2coc(=O)c3ccccc23)c1	-11%	-1	-3%	1%	-11%	14%
Cc1cc2cc(CN(Cc3ccc4c(c3)OCO4)Cc3nnnn3C3CCCC3)c(=O)[nH]c2cc1C	?	-38	-2%	3%	-8%	3%
CCCCc1ccc(NS(=O)(=O)c2cccc(C(=O)N3CCNC(=O)C3)c2)cc1	?	-13	6%	.	114%[activator]	-4%
Cc1ccsc1C(=O)N(Cc1nnc(-c2ccccc2Cl)o1)C1CC1	-8%	0	4%	.	-3%	-8%
Oc1ccc2ccccc2c1C=NCc1cn2ccsc2n1	?	-27	39%[activator]	1µM*	-17%	23%[11.4 µM]
COc1ccc(Nc2ncnc3c2nc2n3CCCCC2)cc1	12%	6	.	.	.	1%
N#C/C(=C\c1ccc[nH]1)C(=O)NCC1CCCO1 (centres undefined)	-5%	-1	?	3%	-17%	-5%
CNCCCOc1ccc2c(c1)CCC2	-1%	-3	-17%	?	-7%	-12%[57.1 µM]
COc1ccc(N(C)S(=O)(=O)c2cccc(C(=O)Nc3nnc(C)s3)c2)cc1	-2%	-25	-3%	.	-6%	-6%
CCCN(CC1CC1)C(=O)CSc1ncnc2sccc12	-4%	8	8%	2%	-9%	2%
